TEAD-YAP inh – TEAD-YAP interaction inhibition; 640,000 compounds, 1.4% hits; inhibition, % at 9.12 µM; HEK-TIYL cells, TEAD-Gal4/YAP UAS-luciferase luminescence; AID 1259422; in the data active means inhibition above about 32%;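 further: 0% = median of test compound wells and 100% = reference inhibitor wells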
GPR151 activ – activators of human GPR151; Q8TDV0; PathHunter beta-arrestin GPR151 cells, luminescence; activation, % at 11.2 µM; 650,000 compounds, 1% hits; AID 1508602; in the data active means activation above about 4.9%;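 further: 0% = median of compound wells and 100% = cells with positive control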
Target sequence (Q8TDV0 whole entry, looked up): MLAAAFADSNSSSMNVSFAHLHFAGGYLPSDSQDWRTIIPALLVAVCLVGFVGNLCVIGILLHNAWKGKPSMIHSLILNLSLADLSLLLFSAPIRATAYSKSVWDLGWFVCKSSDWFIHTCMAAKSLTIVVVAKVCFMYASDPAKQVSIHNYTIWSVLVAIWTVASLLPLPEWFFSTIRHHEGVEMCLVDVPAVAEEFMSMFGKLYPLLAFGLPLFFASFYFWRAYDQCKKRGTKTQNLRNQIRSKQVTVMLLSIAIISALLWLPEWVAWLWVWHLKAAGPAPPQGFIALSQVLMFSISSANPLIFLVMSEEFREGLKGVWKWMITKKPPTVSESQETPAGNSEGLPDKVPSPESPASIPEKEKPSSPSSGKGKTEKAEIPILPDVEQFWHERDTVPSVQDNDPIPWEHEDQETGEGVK
FBW7 activator – human FBW7 E3 ligase activation, primary screen | normalized activity (activation), % at 26.1 µM | 650,000 compounds, 0.13% hits | Q969H0 | AlphaScreen FBW7–phospho-cyclin E peptide binding, activator screen | AID 1259310; in the data active means normalized activity above about 1.9%;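 further: purified mutant Fbw7 with reduced substrate affinity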
MITF primary – blocks human microphthalmia-associated transcription factor. AID 1259374. AlphaScreen MITF homodimerization, bead proximity signal. 650,000 compounds, 0.91% hits. inhibition, % at 2.6 µM; in the data active means inhibition above about 50%;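 further: 0% = vehicle wells with protein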
Target sequence (O75030 whole entry, looked up): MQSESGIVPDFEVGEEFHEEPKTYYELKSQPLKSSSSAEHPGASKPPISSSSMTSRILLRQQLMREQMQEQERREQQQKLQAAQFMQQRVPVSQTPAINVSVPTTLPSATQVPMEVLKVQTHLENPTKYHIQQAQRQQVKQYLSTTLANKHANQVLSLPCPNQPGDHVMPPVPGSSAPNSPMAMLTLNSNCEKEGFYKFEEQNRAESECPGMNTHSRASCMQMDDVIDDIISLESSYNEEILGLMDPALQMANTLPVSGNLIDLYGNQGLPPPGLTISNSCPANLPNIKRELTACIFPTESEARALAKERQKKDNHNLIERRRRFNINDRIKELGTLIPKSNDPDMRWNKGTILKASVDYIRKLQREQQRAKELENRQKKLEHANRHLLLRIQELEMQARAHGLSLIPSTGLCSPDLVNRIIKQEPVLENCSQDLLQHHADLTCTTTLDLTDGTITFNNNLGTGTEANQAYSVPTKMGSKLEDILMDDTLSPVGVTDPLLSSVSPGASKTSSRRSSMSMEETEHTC
The depositor's hits bear a star.

mol	TEAD-YAP inh	GPR151 activ	FBW7 activator	MITF primary
CCOc1cccc(/C=N/NC(=O)c2ccc(C)cc2C)c1O	0	0.0	-0.5	-4
COC(=O)c1ccc(COC(=O)c2ccccc2Cl)cc1	-6	-8.9	0.1	-10
Cc1nnc(SCC(=O)N/N=C/c2ccco2)n1-c1ccccc1	-1	0.4	0.0	16
Cc1cc2nc(-c3cc(NC(=O)c4ccc(Cl)cc4)ccc3Cl)oc2cc1C	8	-0.6	-0.1	7
Cc1ccc(CNC(=O)CC2CSc3nccc(=O)n32)cc1 (configuration not stated)	2	-1.2	1.0	7
Cc1nonc1CNC(=O)CCC1(Cc2ccc3ccccc3c2)CCC(=O)N1 (configuration not stated)	14	-0.8	0.3	13
CC(=O)N/N=C(\C)c1ccc(Cl)c([N+](=O)[O-])c1	-8	0.6	0.0	-6
Cc1ccn2c(/C(=C3/N=C(c4ccccc4)OC3=O)N(C)C)cnc2c1	34*	0.1	0.0	9
CC(=O)N1CCN=C1Nc1c(Cl)cccc1Cl	-8	0.0	-0.1	-9
Cn1nc(C(F)(F)F)c(CN2CC(C)(C)C2=O)c1N1CCOCC1	6	-1.8	0.1	7
O=C1c2ccc(-c3nc4cc(Cl)ccc4c(=O)o3)cc2C(=O)N1CC1CCCO1 (configuration not stated)	4	0.1	-0.1	-5
CC(=O)c1cccc(NC(=O)NNC(=O)CCC(=O)Nc2ccc(C)c(C)c2)c1	7	0.9	-0.4	-1
Cc1ccc2c(N)c(C(=O)c3ccc([N+](=O)[O-])cc3)sc2n1	-5	-0.5	-0.1	5
COc1cc(Nc2cccc(C(=O)NCCc3ccc(O)cc3)n2)cc(OC)c1OC	35*	0.9	0.0	13
Cn1cc(CN2CCN(CC(C)(C)C)C(CCO)C2)c2ccccc21 (configuration not stated)	-4	2.1	0.0	-3

Going on with the list.
mol	TEAD-YAP inh	GPR151 activ	FBW7 activator	MITF primary
O=C(CSc1nc2[nH]ncc2c(=O)n1-c1ccc(Cl)cc1)Nc1ccc(F)c(F)c1	10	-0.5	0.9	7
c1ccc(Nc2ccnc(Nc3ccccc3)n2)cc1	-43	-1.4	-0.1	1
CCN(CC)c1ccc(C(=O)Nc2ccc3nc(N4CCN(c5ncccn5)CC4)cc(C)c3c2)cc1	-3	0.9	0.0	-4
CCOC(=O)N1CCC(n2c(SCc3ccc(Cl)cc3)nc3ccccc3c2=O)CC1	-3	0.7	-0.2	-5
COc1ccc(S(=O)(=O)c2c[nH]c3ccc(OC)cc3c2=O)cc1	-3	-0.2	0.2	-5
Cc1ccc(C(=O)CC(Nc2ccc(I)cc2)c2ccc(C(C)C)cc2)cc1 (configuration not stated)	1	0.7	0.1	0
CC12CNCC(C)(CN(Cc3ccccc3)C1)C2=O	6	-0.5	-0.2	1
CC1CCN(c2nc(NCc3cccnc3)nc(N3CCOCC3)n2)CC1	-7	0.5	-0.3	-6
CC(=O)NC(=S)Nc1ccc(Cl)cc1	-12	1.5	-0.1	-4
Cc1ccc2onc(CC(=O)NC(C)C)c2c1	-2	-2.2	-0.2	-6
O=C(O)CCC1(CCC(=O)O)c2ccccc2-c2ccccc21	-13	-0.3	0.0	-5
COc1ccc(CN2CCN3C(=O)[C@H](Cc4cnc[nH]4)NC(=O)[C@H]3C2)cc1	-7	-1.9	0.7	21
NC(=S)c1c(NC(=O)c2ccccc2)sc2c1CCC2	-49	-1.6	0.4	8
COc1ccc(C2=NN(C(=O)CSc3nnc(CNC(=O)c4cccs4)n3-c3ccc(F)cc3)C(c3ccc(F)cc3)C2)cc1 (configuration not stated)	12	1.4	0.1	-3
COC(=O)CCCNc1nncc(-c2ccc3c(c2)OCO3)n1	35*	1.2	0.0	2

Grouped by structure, the entries above with an aryl thioether with sulfur outside any ring (four)
mol	TEAD-YAP inh	GPR151 activ	FBW7 activator	MITF primary
Cc1nnc(SCC(=O)N/N=C/c2ccco2)n1-c1ccccc1	-1	0.4	0.0	16
O=C(CSc1nc2[nH]ncc2c(=O)n1-c1ccc(Cl)cc1)Nc1ccc(F)c(F)c1	10	-0.5	0.9	7
CCOC(=O)N1CCC(n2c(SCc3ccc(Cl)cc3)nc3ccccc3c2=O)CC1	-3	0.7	-0.2	-5
COc1ccc(C2=NN(C(=O)CSc3nnc(CNC(=O)c4cccs4)n3-c3ccc(F)cc3)C(c3ccc(F)cc3)C2)cc1 (configuration not stated)	12	1.4	0.1	-3

(next part)
mol	TEAD-YAP inh	GPR151 activ	FBW7 activator	MITF primary
CCCn1c(NCCN(CC)CC)nc2c1c(=O)[nH]c(=O)n2C	7	0.0	-0.1	4
CCn1c(Cc2ccc(OC)cc2)nnc1SCC(=O)NC1CCCCC1	3	-0.1	0.9	-9
O=C(c1ccccc1F)N1CCC(c2ccccc2)CC1	7	0.8	0.1	7
Cc1c(NC(=O)CN(c2ccc3c(c2)OCO3)S(C)(=O)=O)cccc1[N+](=O)[O-]	-5	-0.9	-0.1	-13
CCC(=O)Nc1ccc(S(=O)(=O)N2CCN(c3cccc(C(F)(F)F)c3)CC2)cc1	3	0.4	0.1	-18
O=C(c1ccc(F)cc1Cl)N1CCN(c2ccc(Nc3ccccn3)nn2)CC1	0	0.3	-1.1	5
CN(C)CCn1c2ccccc2n2cc(-c3ccc4c(c3)OCO4)nc12	-12	-0.6	0.8	-23
CCOc1ccc(Oc2cc(NC(=O)c3nn4c(C(F)(F)F)cc(-c5cccs5)nc4c3Cl)cc([N+](=O)[O-])c2)cc1	-6	-0.1	0.1	-14
COc1ccc(-c2nc3cnccn3c2NC2CCCC2)c(OC)c1	-9	0.2	0.2	-8
CCNc1nc(NC(C)C)nc(Oc2ccc(OCC)nn2)n1	-10	-0.6	0.0	11
O=C(CNC(=O)c1sc2ccccc2c1Cl)OC1CCOC1=O (configuration not stated)	-10	0.2	0.2	11
CCOC(=O)C1CCCN(C2=NS(=O)(=O)C(c3ccc(C)cc3)=C2C)C1 (configuration not stated)	9	0.4	-0.1	9
COCC(=O)NCC1CCC2(CCN(Cc3cc(C)ccc3C)CC2)O1 (configuration not stated)	-6	1.3	-0.3	-20
O=C(CCn1nnc2ccccc21)N/N=C/c1cc(Cl)ccc1O	20	-0.4	0.0	8
COc1cc(/C=N\NC(=O)CNc2ccc(Cl)cc2Br)ccc1O	-10	-0.9	0.0	6

Additional records:
mol	TEAD-YAP inh	GPR151 activ	FBW7 activator	MITF primary
COc1ccc(-c2nc(CCNS(=O)(=O)c3ccc(NC(C)=O)cc3)cs2)cc1	-4	3.3	0.4	-21
Cc1cccc(N2CCN(S(=O)(=O)CCNC(=O)C3CC3)CC2)c1	8	-0.9	0.0	-20
CS(=O)(=O)c1ccc(N2CCN(c3ccccn3)CC2)cc1	-11	-0.6	-0.2	-1
NC(=O)C1CC(O)CN1c1nc(-c2cccs2)nc2scc(-c3ccccc3)c12 (configuration not stated)	-7	2.1	-0.1	-6
Cc1nc(C)c(C(=O)NCC2CCC(c3nc4ccccc4[nH]3)CC2)s1 (configuration not stated)	8	1.9	0.1	6
COc1ccc(NC(=O)N2CCCC(C(=O)Nc3ccccc3OC)C2)cc1 (configuration not stated)	-3	-0.5	0.0	11
Cc1ccc(NC(=O)Cn2cnc3c2c(=O)n(C)c(=O)n3C)c(C)c1	-5	2.7	-0.2	-3
COC(=O)CSc1nc(-c2ccc([N+](=O)[O-])cc2)nc2c1c(=O)n(C)c(=O)n2C	-2	-1.0	0.2	0
CC(=O)c1ccc(N2CCN(C(=O)Cn3ncc4c3-c3ccccc3OC4)CC2)cc1	7	0.4	-0.1	-4
COc1ccc(C(c2sc3ncnn3c2O)N2CCN(CCO)CC2)cc1OC (configuration not stated)	-1	1.9	-0.3	3
O=C(CSc1nc2ncccc2[nH]1)NCc1ccccc1	-1	-1.1	0.7	2
O=C(CNC(=S)N(Cc1cccs1)C1CCCCC1)N1CCCC1	13	1.9	0.8	14
O=C1NC(=S)N/C1=C\c1ccc(-c2ccccc2[N+](=O)[O-])o1	-4	0.0	-0.7	1
C=CCOc1ccc(C2/C(=C(\O)c3ccc(OCC)cc3)C(=O)C(=O)N2c2nnc(C)s2)cc1 (configuration not stated)	-14	-1.3	0.4	13
COc1ccc(S(=O)(=O)CCO)cc1N	0	0.1	0.0	-9

(more compounds)
mol	TEAD-YAP inh	GPR151 activ	FBW7 activator	MITF primary
O=S1(=O)N=C(Nc2ccc(F)c(Cl)c2)c2ccccc21	-8	-1.9	-0.2	-4
Cc1cc(NC(=O)CN(C2=NC3CS(=O)(=O)CC3S2)c2ccccc2)n[nH]1 (configuration not stated)	3	0.7	0.1	6
COC(=O)C1=C(C(=O)OC)SC2(S1)C(C(=O)OC)=C(C(=O)OC)SC1=C2c2cc(C)ccc2NC1(C)C	-1	-0.4	0.8	1
CCn1cc(C(=O)NC2CCCCC2)c2cc(OC)c(OC)cc2c1=O	-2	1.3	0.1	14
COc1cnn(-c2cccc(Cl)c2)c(=O)c1Cl	0	-0.2	0.0	-10
N#CC1=C(N)Oc2n[nH]c(-c3ccccn3)c2C12C(=O)Nc1ccccc12 (configuration not stated)	-5	-0.6	-0.6	20
CC(=O)N1C(=O)/C(=C(/C#N)C(=O)NCCc2ccccc2)c2ccccc21	7	-1.0	0.2	5
CC(=O)Nc1nc(Cn2c(-c3nonc3NC(C)=O)nc3ccccc32)nc(NC(C)=O)n1	-1	-0.2	-0.1	-4
COc1ccc(CCNC(=O)CSc2nc3[nH]ncc3c(=O)n2-c2ccccc2OC)cc1OC	5	-1.0	-0.1	6
O=C1c2ccccc2S(=O)(=O)N1CC(O)COc1ccc(Br)cc1 (configuration not stated)	-5	2.2	-0.1	1
Cc1cccc(/C=C2/Sc3ccc(C(=O)NCCCOC(C)C)cc3NC2=O)c1	-11	-0.6	0.0	-12
CN(C)c1ccc(/C=C2/SC(=S)N(NC(=O)c3ccc([N+](=O)[O-])cc3)C2=O)cc1	1	0.4	0.0	2
NC(=O)c1ccc(NC(=O)CCN2C(=O)c3cccc([N+](=O)[O-])c3C2=O)cc1	6	-1.6	0.5	12
O=C(CSc1ccccc1)Nc1ccc(C(=O)NN2C(=O)c3ccccc3C2=O)cc1	4	2.8	-0.2	12
CCN(CC)c1ccc(C(=O)Nn2c(-c3ccc(C(C)(C)C)cc3)nc3ccccc3c2=O)cc1	6	0.5	-0.1	0

Further records follow:
mol	TEAD-YAP inh	GPR151 activ	FBW7 activator	MITF primary
CCN(CC)CCNC(=O)c1ccc(Nc2cc(Nc3ccccc3C(=O)NC)c(C(F)(F)F)cn2)c(C)c1	85*	0.4	0.0	-5
CCOC(=O)C1CCN(Cc2nc(-c3ccccn3)no2)CC1	3	0.7	-0.1	10
CCOc1ccc2nc(SCC(=O)Nc3cc(C(F)(F)F)cc(C(F)(F)F)c3)sc2c1	-2	-0.6	-0.1	-2
CCOC(=O)c1cc2c(=O)n3cc(C)ccc3nc2n(Cc2ccccc2)c1=N	-7	-1.4	0.1	0
COC(=O)CSc1nc(C)c(Br)c(=O)[nH]1	4	0.3	-0.1	-4
C=CCN1C(=O)/C(=C\c2ccc(O)c(OC)c2)SC1=S	-5	-0.8	-0.1	-2
Cc1ccc(-n2nc(C)c3c(=O)[nH]c(C(F)(F)F)nc32)cc1	7	-0.2	0.8	12
COc1ccc(CNC(=O)c2cnn3c(C)c(Cc4ccc(Cl)cc4)c(C)nc23)cc1	2	0.1	0.1	8
Cc1ccc(-n2cccn2)c(CN2CCN(Cc3ccsc3)C(CCO)C2)c1 (configuration not stated)	-4	0.1	0.0	8
CC(=O)c1cccc(NC(=O)NCc2ccc(C(=O)O)cc2)c1	1	-0.5	0.6	0
Cc1ccccc1NCC(=O)N/N=C\c1ccc(Cl)cc1	5	-0.6	1.0	16
COc1ccc(CNC(=O)NC(=O)C(F)(F)F)cc1	5	-0.8	0.0	4
S=c1[nH]nc(COc2ccccc2)n1/N=C/c1ccccn1	-9	-0.4	0.1	6
COc1ccccc1NC(=O)N1CCC(c2nc(-c3cccc(C(F)(F)F)c3)no2)CC1	-4	11*	0.3	5
CC(=O)N1CCC2(CC1)C/C(=N\NC(=S)Nc1ccccc1C)c1cc(O)ccc1O2	2	0.6	-0.2	6

New compounds follow.
mol	TEAD-YAP inh	GPR151 activ	FBW7 activator	MITF primary
Cc1cc(C)cc(C(=O)Nc2c3c(nn2-c2ccccc2)CSC3)c1	8	-1.0	0.0	-5
Cc1ccc(/C=C2/N=C(c3cccc4ccccc34)OC2=O)cc1	11	0.5	-0.2	-5
N=C1C(c2ccccc2)=C(O)CN1c1ccc(C(=O)O)cc1	-7	1.0	0.1	6
COc1ccc(-c2csc(NS(=O)(=O)c3ccc(F)cc3[N+](=O)[O-])n2)cc1	-24	-1.7	0.0	6

Rows are unselected. About 3.4% of those tested had a hit in this group.
